UPR CHOP act – apoptotic UPR (CHOP) activation; CHO-CHOP luciferase reporter, luminescence; percent of tunicamycin response over DMSO baseline; activation, % at 10 µM; 330,000 compounds, 0.34% hits; AID 449763;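 active = at 10 µM dose, activation of 40% or more, normalized to positive control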;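 note: 100% = tunicamycin at 10 µg/mL and 0% = DMSO alone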
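Dosing – one dose, 10 µM in 0.5% DMSO · System – CHO-CHOP cells, stable luciferase reporter of PERK-eIF2a-CHOP signalling · Input – 500 cells/well · Control set – tunicamycin 10 µg/mL final as positive, DMSO-only wells as negative · Timing – 6 h compound treatment, 37 °C · Measure – % activation vs tunicamycin · Technique – luminescence read with Steady-Glo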
XBP1 UPR activ – activators of adaptive arm of unfolded protein response (XBP1). CHO-XBP1 luciferase reporter, IRE1-XBP1 UPR activation, luminescence; percent of tunicamycin response, DMSO as zero. activation, % at 20 µM. 330,000 compounds, 0.33% hits. AID 463104;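 active = versus positive control, 20 µM dose yields 30% or more activation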;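 note: 100% = tunicamycin at 10 µg/mL and 0% = DMSO only wells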
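incubation = overnight seeding at 37 °C, 6 h compound treatment at 37 °C | assay system = CHO-XBP1 cells stably carrying IRE1-XBP1-driven luciferase reporter | input = 1000 cells per well | detection = luciferase luminescence | dosing = single point, 20 µM final compound, 1% DMSO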
tim23-1 inh – inhibits growth of tim23-1 mutant yeast. AID 463212. 330,000 compounds, 1.3% hits. inhibition, % at 20 µM. S. cerevisiae tim23-1 growth, BacTiter-Glo luminescence, 24 h;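 active = growth inhibition of the mutant yeast at or above 50%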;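 note: temperature-sensitive mutant grown at 25 °C; plate controls were DMSO-treated mutant yeast for no effect and medium wells lacking yeast for full effect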
TIM10 inh – growth inhibitors of TIM10 yeast strain; S. cerevisiae TIM10 strain growth, BacTiter-Glo luminescence, 24 h; inhibition, % at 10 µM; 330,000 compounds, 1.4% hits;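 active = inhibition of 40% or more at the single tested concentration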;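 note: wild-type TIM10 isogenic control strain grown at permissive 25 °C; 0% = DMSO yeast wells and 100% = minimal medium wells without yeast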
APJ ag – APJ receptor agonism; P35414; CHO-K1 APJ PathHunter beta-arrestin, luminescence; 0% DMSO wells, 100% apelin; 330,000 compounds, 0.11% hits; activation, % at 20 µM;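 active = activation more than six SD over the plate average, tested at 20 µM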;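 note: 0% = DMSO alone and 100% = apelin-13 at 10 nM; some results filed as inactive read as strong as hits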
Target sequence (P35414 whole entry, looked up): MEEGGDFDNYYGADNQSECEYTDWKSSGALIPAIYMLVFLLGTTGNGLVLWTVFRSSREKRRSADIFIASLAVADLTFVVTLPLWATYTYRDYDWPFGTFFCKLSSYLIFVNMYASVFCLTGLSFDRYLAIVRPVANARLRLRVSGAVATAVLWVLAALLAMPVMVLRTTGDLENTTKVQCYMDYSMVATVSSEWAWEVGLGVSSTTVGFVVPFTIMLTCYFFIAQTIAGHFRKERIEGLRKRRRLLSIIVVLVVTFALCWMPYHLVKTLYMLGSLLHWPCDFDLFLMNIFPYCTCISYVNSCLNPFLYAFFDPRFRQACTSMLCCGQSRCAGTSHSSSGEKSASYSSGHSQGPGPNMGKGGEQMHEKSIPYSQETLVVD
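Incubation: overnight seeding, 90 min compound at 25 °C, 1 h detection; test system: PathHunter CHO-K1 APJ (AGTRL-1) beta-arrestin reporter cells; amount: 1000 cells/well; doses: one dose, 20 µM compound, 1% DMSO; measured by: beta-gal luminescence; measure: agonist-driven arrestin binding to APJ; benchmarks: negative DMSO alone, positive Apelin-13 at 10 nM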
NR3A LBD binder – NR3A (human) ligand-binding domain modulation; NR3A LBD differential scanning fluorimetry, Tm shift; 0% = protein alone, 100% = glycine-bound protein; Tm shift relative to glycine control, % at 25 µM; 340,000 compounds, 2.5% hits;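 active = melting temperature shift of at least 10% of the positive control shift, at one fixed dose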
Mdm2 MdmX PPI – disrupts the human Mdm2-MdmX interaction | O15151+Q00987 | SaOS-2 split-luciferase Mdm2/MdmX complementation, luminescence | inhibition, % at 8 µM | 330,000 compounds, 3% hits;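 active = inhibition of at least 50% at 8 µM in the primary screen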
NALP3 yeast inh – blocks the NALP3 inflammasome reconstituted in yeast | Yeast reconstituted NLRP3/ASC/caspase-1, beta-gal luminescence, 24 h | inhibition, % at 10 µM | 330,000 compounds, 0.39% hits | AID 2825;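 active = inhibition of 50% or more; inactive = inhibition below 50%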;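 note: plate controls were induced DMSO wells for no effect and uninduced yeast grown without galactose for full effect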
tim10-1 inh – growth inhibitors of tim10-1 mutant yeast | S. cerevisiae tim10-1 ts strain growth, BacTiter-Glo, 24 h | inhibition, % at 20 µM | 330,000 compounds, 2.2% hits | AID 463190;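 active = inhibition of at least 40%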;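 note: mutant grown at 25 °C; 0% = DMSO wells with yeast and 100% = wells holding no yeast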
Numbers without * were called inactive; . = no result given.

SMILES	UPR CHOP act	XBP1 UPR activ	tim23-1 inh	TIM10 inh	APJ ag	NR3A LBD binder	Mdm2 MdmX PPI	NALP3 yeast inh	tim10-1 inh
Cc1cc(OCC(=O)N2CCc3ccccc3C2)c(C)cc1Br	1.2	-1.8	24.6	-2.0	0.7	-1.2	-14.3	14.2	-6.0
COc1ccc(C(=O)c2sc(NC(C)C)nc2N)cc1OC	-4.2	0.6	10.6	10.4	-2.8	0.0	34.5	8.0	17.5
CC1CCCN(C(=O)C2COc3ccccc3O2)C1 (stereo not drawn)	-0.7	-0.7	-7.0	-12.1	-3.7	-0.6	4.3	-5.0	-14.0
CCc1cc2cc(C(=O)Nc3ccc(C)cc3)sc2s1	3.9	2.0	0.1	-12.0	7.5	0.5	-47.4	5.5	13.0
COc1ccc(C(=O)NC(=S)NNC(=O)c2c(-c3ccccc3)noc2C)cc1	0.8	1.5	43.8	33.9	-4.5	-7.1	14.7	37.6	41.5*
CCC(C)Sc1ccc([C@H]2N[C@@](C)(C(=O)OC)[C@H]3C(=O)N(CC)C(=O)[C@@H]23)cc1 (stereo partly drawn)	1.1	-0.3	9.3	12.3	-5.8	0.6	13.8	2.1	18.5
Cc1ccc(SCC(=O)OCC(=O)N(C)CC(=O)Nc2ccccc2Cl)cc1	1.1	-1.9	4.8	3.0	-1.8	-3.4	16.4	17.6	10.9
Brc1ccc2nc(-c3ccncc3)c(NC3CCCC3)n2c1	-1.2	4.5	27.9	12.2	-3.3	0.3	40.8	16.4	-5.2
COC(=O)c1[nH]c2ccc(C)cc2c1NC(=O)NC1CCCCC1	-0.5	-5.4	11.9	15.5	0.1	1.8	39.2	-0.7	4.5
O=C(CN1CCCC1)N1c2ccccc2C=Cc2ccccc21	3.2	1.2	3.3	2.6	-2.6	1.5	23.6	5.1	-7.5
Clc1cccc(CN2CCN(Cc3nc(CCc4ccccc4)no3)CC2)c1	-0.7	-0.3	5.9	9.0	-6.5	2.7	14.5	11.1	20.1
CSc1nc2n(n1)C(c1cccc(F)c1)C(C(=O)Nc1ccc(C)cc1C)=C(C)N2 (stereo not drawn)	-0.4	0.1	-2.5	-6.9	3.2	-0.3	8.2	3.9	3.6
COC(=O)c1cc(NC(=O)c2nn(C)c(=O)c3ccccc23)cc(C(=O)OC)c1	-1.3	4.0	15.0	-1.1	-0.7	-2.2	51.2*	11.4	13.9
O=C(COc1ccc(Br)cc1F)Nc1nnc(C2CC2)s1	2.3	2.6	2.4	-4.6	0.2	1.5	5.7	5.1	-3.4
CCN(CC)S(=O)(=O)c1ccc(Cl)c(C(=O)NC(C)C(c2cccs2)N2CCCC2)c1 (stereo not drawn)	0.7	-4.5	8.2	-1.1	-1.2	0.6	16.0	6.7	8.0
O=C(NC(NC1CCS(=O)(=O)C1)C(=O)c1cccs1)c1ccccc1 (stereo not drawn)	0.8	0.1	5.8	-1.9	-1.4	-0.9	-3.2	-2.2	-1.2
C/C(=C\c1ccco1)CN1CCC(N2CCC(C(=O)N3CCOCC3)CC2)CC1	1.5	1.3	1.1	2.8	-1.9	-0.4	-10.5	9.2	10.7
OC[C@@H](O)[C@@H](O)[C@H](O)[C@@H](O)CO	2.2	-0.8	8.3	-0.8	-1.8	-1.9	13.8	9.8	4.2
Cc1cc([N+](=O)[O-])nn1Cc1ccc(C(=O)N/N=C/c2ccc(F)cc2)cc1	2.8	3.2	-0.7	-3.6	-3.6	-1.1	29.0	-1.4	11.2
O=C1NC(c2cc(Cl)cc([N+](=O)[O-])c2O)Nc2ccccc21 (stereo not drawn)	-0.7	0.8	19.4	19.7	-6.0	13.9*	11.1	9.3	-4.2
CCCCNC(=O)CC1S/C(=N/N=C/c2ccc(OC)cc2)NC1=O (stereo not drawn)	1.7	-1.0	3.6	2.3	-1.7	0.5	7.0	-8.8	5.4
CCCCN1C(=O)c2ccc(C(=O)OCC(=O)N3CCN(c4ccccc4)CC3)cc2C1=O	0.8	-2.0	5.1	1.4	-3.6	0.3	17.8	15.0	3.7
COc1ccc(Cn2c(-c3ccc(OC)cc3)n[nH]c2=S)cc1	0.3	-4.5	27.1	9.2	-0.2	.	-14.1	16.7	28.2
O=C(Nc1ccc(NC(=O)c2ccc3c(c2)OCO3)cc1)c1cccc(Cl)c1	1.6	-1.3	1.1	4.9	0.5	4.4	-7.0	-7.9	0.6
O=C(NCc1ccco1)C1CCN(c2ccc(N3CCOCC3)nn2)CC1	-2.0	7.4	-5.2	-3.5	-1.2	-0.2	6.7	12.3	-23.4
COc1cccc(N2CCN(c3cnc4ccccc4n3)CC2)c1	7.0	0.3	9.7	-17.6	-2.8	3.0	-38.6	19.5	-12.9
COc1cc(Cl)cc(C#N)c1OCC(=O)O	0.4	-4.2	14.7	-0.5	-3.8	1.3	-1.4	15.9	-2.9
Cc1nc2c(C(=O)NCc3cccs3)cnn2c(C)c1Cc1ccc(F)cc1	-0.7	-0.6	20.3	33.1	-0.1	.	6.0	17.7	19.7
O=C(NCCCn1ccnc1)/C(=C\c1cccs1)NC(=O)c1cccs1	0.1	2.5	1.8	-6.9	-1.0	2.0	7.9	9.7	-7.8
Cc1ccc(N2C(=O)c3ccc(N)cc3C2=O)cc1	3.0	4.0	22.8	4.4	-0.1	0.8	8.6	30.1	31.5
Cc1onc(-c2c(Cl)cccc2Cl)c1C(=O)N1CCc2ccccc2C1	-0.8	-4.0	21.4	15.5	-5.5	-2.1	5.9	29.0	10.1
C=CCC[C@H](Cc1ccc(F)cc1)C(=O)OC[C@@H](Cc1c[nH]c2ccccc12)NC(=O)[C@H](CC=C)CC(=O)N(CCO)Cc1ccccc1	22.7	-5.1	0.1	0.6	-0.1	4.6	93.8*	8.2	1.9
O=C(COC(=O)c1ncc(Cl)c(Cl)c1Cl)NC(=O)c1ccccc1	0.2	0.1	-9.0	-13.5	-0.5	0.8	11.6	8.3	-3.8
CC(NC(=O)CN(c1ccc(Br)cc1)S(C)(=O)=O)c1ccccc1 (stereo not drawn)	-1.6	-4.7	2.2	-5.5	-0.1	-0.7	-11.7	20.6	1.3
CCCC(c1nnnn1CC(=O)OCC)N(Cc1cc2ccc(C)cc2[nH]c1=O)C1CCCC1 (stereo not drawn)	1.5	-3.9	1.8	0.8	0.9	-0.9	9.0	6.0	5.5
Cc1ccc(C(=O)Nc2ccc(C)c(S(=O)(=O)Nc3ccccc3Cl)c2)s1	-0.1	-2.3	13.7	17.3	-2.0	11.1*	17.5	-7.6	12.8
O=[N+]([O-])c1cccc(-c2c[n+]3c(n2-c2ccccc2)SCC3)c1	1.7	0.5	1.4	-8.4	-3.2	0.0	-0.1	-15.6	8.6
O=C(COC(=O)c1ccccc1O)NCc1ccco1	0.5	-2.1	8.5	0.2	-6.9	3.3	20.9	10.1	10.2
CCOc1cccc(CN2CCCC(CNC(=O)c3cccc(OC)c3OC)C2)c1 (stereo not drawn)	-2.7	-0.9	0.1	-0.6	-3.7	-2.3	2.2	20.5	-16.7
CC1=C(C(=O)OCc2ccccc2)C(c2ccccc2OS(=O)(=O)c2ccc([N+](=O)[O-])cc2)NC(=O)N1CCCC(=O)O (stereo not drawn)	1.9	-4.5	10.1	17.1	34.0	0.3	26.5	17.6	17.2
COCC(=O)N1CCC(Oc2ccc(C(=O)N(C)C(C)c3ccon3)cc2)CC1 (stereo not drawn)	0.7	-6.2	1.1	1.8	-4.2	0.1	8.1	2.9	-11.4
COCc1c(C(=O)OCC(=O)NCc2ccco2)oc2ccccc12	1.1	1.1	6.3	3.8	-4.0	5.2	25.6	22.1	-4.3
C[N+](C)(C)CCNC(=O)c1cc[n+](Cc2ccccc2)c(/C=N/O)c1	0.3	-5.9	6.5	-2.2	-1.0	2.1	31.5	17.8	-1.1
COc1cc(C(=O)N2CCN(C)CC2)cc(OC)c1OC	0.9	1.4	1.5	2.7	-2.0	2.2	4.1	9.5	1.4
O=C1COc2ccc(C(=O)CSc3nnc(Cc4ccccc4)o3)cc2N1	0.2	-1.2	6.6	11.6	-3.7	1.8	30.1	19.5	-1.4
CCOc1cccc(-c2c(C(=O)N/N=C/c3ccsc3)nnn2-c2nonc2N)c1	-1.1	-0.9	3.4	6.3	-2.2	-0.2	11.3	-2.3	0.5

Retrieved one by one from above (six):
SMILES	UPR CHOP act	XBP1 UPR activ	tim23-1 inh	TIM10 inh	APJ ag	NR3A LBD binder	Mdm2 MdmX PPI	NALP3 yeast inh	tim10-1 inh
COCC(=O)N1CCC(Oc2ccc(C(=O)N(C)C(C)c3ccon3)cc2)CC1 (stereo not drawn)	0.7	-6.2	1.1	1.8	-4.2	0.1	8.1	2.9	-11.4
CCOc1cccc(-c2c(C(=O)N/N=C/c3ccsc3)nnn2-c2nonc2N)c1	-1.1	-0.9	3.4	6.3	-2.2	-0.2	11.3	-2.3	0.5
C[N+](C)(C)CCNC(=O)c1cc[n+](Cc2ccccc2)c(/C=N/O)c1	0.3	-5.9	6.5	-2.2	-1.0	2.1	31.5	17.8	-1.1
O=C1COc2ccc(C(=O)CSc3nnc(Cc4ccccc4)o3)cc2N1	0.2	-1.2	6.6	11.6	-3.7	1.8	30.1	19.5	-1.4
COc1cc(C(=O)N2CCN(C)CC2)cc(OC)c1OC	0.9	1.4	1.5	2.7	-2.0	2.2	4.1	9.5	1.4
COCc1c(C(=O)OCC(=O)NCc2ccco2)oc2ccccc12	1.1	1.1	6.3	3.8	-4.0	5.2	25.6	22.1	-4.3
